# Screens as filed in PubChem BioAssay.
# MEKK2 WT-MEK5: raises or lowers MEK5 binding to wildtype human MEKK2 PB1 domain; AID 1531; 1.1% of 290,000 active; binding response (% of control), % at 10 µM; bead flow cytometry, Alexa488-MEK5 binding to MEKK2 WT; actives lie on both sides; Q9Y2U5; in the data active = binding response below about 67% or above about 130%
# PfM18AAP inh: PfM18AAP enzyme inhibition | recombinant PfM18AAP, H-Glu-NHMec fluorogenic cleavage | inhibition, % at 7.35 µM | 1.2% of 290,000 active | AID 1822;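 active = inhibition above the campaign mean inhibition over all tested compounds plus 3 SD, cut at about 28% in these data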;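 also: 0% = plate median of test compound wells and 100% = 2 mM ZnCl2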
# NS3 helicase inh: inhibitors of Hepatitis C virus NS3 helicase; NS3 helicase DNA unwinding, Cy5 molecular beacon fluorescence; inhibition, % at 10.9 µM; 0.56% of 290,000 active; AID 1800;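 active = inhibition above the mean of all tested compounds plus 3 SD, set per campaign, cut at about 35% in these data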;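 also: 0% = DMSO wells and 100% = thioflavine S control wells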
#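 Test system: hepatitis C virus NS3 helicase domain fragment enzyme. Also added: annealed dual-labelled DNA beacon duplex, ATP-started. Timing: 60 min unwinding reaction at 25 °C after ATP addition. Technique: Cy5 fluorescence. Measure: % inhibition of unwinding.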
# DNA FID counter: displaces DNA intercalator in HCV helicase counter-screen; 0.17% of 290,000 active; DNA fluorescent intercalator displacement, fluorescence; AID 1845; inhibition, % at 7.9 µM; in the data active = inhibition above about 37%;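 also: 0% = vehicle and 100% = reference compound; higher means more ethidium bromide displaced from hairpin DNA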
# VIM-2 inh: blocks Pseudomonas aeruginosa VIM-2 metallo-beta-lactamase | purified VIM-2, nitrocefin hydrolysis, epi-absorbance fluorescence | inhibition, % at 5.6 µM | 0.89% of 290,000 active;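 active = inhibition above the mean of all tested compounds plus 3 SD, cutoff set per screening run, cut at about 7.5% in these data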;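 also: red hydrolysis product quenches plate fluorescence so inhibitors raise well fluorescence; 0% = enzyme with DMSO and 100% = DMSO without enzyme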
# NALP1 inh: inhibitors of NALP1 inflammasome in yeast | 0.61% of 280,000 active | AID 2071 | inhibition, % at 10 µM | S. cerevisiae NALP1/ASC/caspase-1 growth, X-gal OD620, 72 h; in the data active = inhibition mostly above about 24%, no sharp cut-off; inactive = mostly below about 32%; also: some compounds called inactive have numbers as strong as hits
# UBC9 SUMO inh: blocks human SUMOylation mediated by UBC9; inhibition, % at 35 µM; P63279; 0.36% of 290,000 active; HTRF SUMOylation assay, SAE1/SAE2 + UBC9, in vitro; in the data active = inhibition above about 50%, passing the limit was not always enough; also: strong numbers were not always called active
# Target sequence (P63279 whole entry, looked up): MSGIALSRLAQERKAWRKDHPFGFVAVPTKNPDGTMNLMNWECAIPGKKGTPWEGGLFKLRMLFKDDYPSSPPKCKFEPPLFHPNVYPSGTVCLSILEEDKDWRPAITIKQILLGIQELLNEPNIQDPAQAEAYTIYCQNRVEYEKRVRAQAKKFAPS
# IMP-1 inhibitor: inhibitors of Pseudomonas aeruginosa IMP-1 metallo-beta-lactamase; 0.45% of 290,000 active; purified IMP-1, nitrocefin hydrolysis, epi-absorbance fluorescence; inhibition, % at 5.6 µM;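 active = inhibition above the mean plus 3 SD of all compounds in the same screening run, cut at about 4.5% in these data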;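 also: 0% = IMP-1 with DMSO and 100% = DMSO wells lacking enzyme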
#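 System: purified IMP-1 / Input: IMP-1 dispensed at 0.2 nM / Medium: 50 mM HEPES pH 7.1, 50 µM ZnSO4, 0.05% Brij 35 / Timing: 15 min enzyme–compound preincubation, then 25 min nitrocefin reaction, 25 °C / Technique: plate fluorescence quenching by hydrolysis product, ex 480/em 530 nm / Repeats: singlicate testing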
# MEKK2 mut-MEK5: signal of MEK5 binding to mutant human MEKK2 PB1 domain. 0.35% of 290,000 active. percent response, % at 10 µM. bead flow cytometry, Alexa488-MEK5 binding to MEKK2 mutant. AID 1530; in the data active = percent response above about 24%, passing the limit was not always enough; also: inactives centre near 1; some results filed as inactive read as strong as hits; reference of the scale not given here
# * marks the source's active call; other numbers are inactive results; . = no result given; [ ] = remark or other dose.
# Each structure is followed by: MEKK2 WT-MEK5	PfM18AAP inh	NS3 helicase inh	DNA FID counter	VIM-2 inh	NALP1 inh	UBC9 SUMO inh	IMP-1 inhibitor	MEKK2 mut-MEK5
Cc1ccc(C(=O)c2cn[nH]c2-c2cc(Cl)ccc2O)cc1
→ 103	-8	-4	-8	-3.8	18	7	-3.5	4
COc1ccc(OC)c(NC(=O)c2csc(Cl)c2OC)c1
→ 104	9	3	-27	3.2	4	3	-1.4	7
O=C(Nc1ccnc(-c2cccnc2)n1)c1ccc(Cl)c(Cl)c1
→ 104	3	-4	0	0.3	-4	-6	-5.1	3
CC(C)(C)NC(=O)CN(C(=O)CS(=O)CC(=O)Nc1ccc(F)cc1)c1ccc(F)c(Cl)c1 (stereo not drawn)
→ 95	8	-7	-29	-2.2	23	24	-1.8	-7
Cc1ccc(C)c(NC(=O)c2nnn(Cc3ccccc3C)c2N)c1
→ 96	5	-7	-13	-1.8	21	9	-4.1	-4
COc1ccccc1CNC(=O)CN1C(=O)CSc2ccc(S(=O)(=O)N3CCCC3)cc21
→ 102	1	8	-15	-0.4	6	0	-1.2	2
CCCC(=O)Nc1ccc(NC(=O)c2ccccc2F)cn1
→ 98	-7	10	-5	-0.4	13	10	-1.4	-7
CC(C)(C)C(=O)c1no[n+]([O-])c1/C(=N/O)C(C)(C)C
→ 93	-1	-6	-5	-2.3	4	-8	-5.4	-8
Cc1ccc(C)c(NC(=O)c2cc(C)nc3ccccc23)c1
→ 109	-2	55*	-26	-1.0	19	16	-3.4	14
Cc1ccc(C(=O)Nc2ccncc2)o1
→ 106	15	23	-9	0.9	11	-8	-5.4	0
O=C(Nc1ccccc1C(F)(F)F)N1CCN(c2ccc3nncn3n2)CC1
→ 106	1	0	-1	-2.0	14	5	-2.8	4
COc1ccc(N2CCN(C(=O)CCCN3C(=O)c4cccc5cccc(c45)C3=O)CC2)cc1
→ 102	1	-12	-14	2.7	-9	-24	-1.0	1
Cc1cccc(NC(=O)c2ccccc2OCC(=O)N2CCOCC2)c1C
→ 98	3	-5	-12	2.4	-4	-3	-0.5	0
Cn1c(COc2ccccc2O)[n+](C)c2ccccc21
→ 116	-9	-10	-1	-2.2	-2	22	-3.2	15
CC(C)c1cc(N2CCN(C(=O)c3ccco3)CC2)n2c(nc3ccccc32)c1C#N
→ 102	1	-2	-16	15*	21	40	-0.5	2
COc1cccc(-n2c(CN3CCN(c4ccccc4)CC3)nc3ccc([N+](=O)[O-])cc3c2=O)c1
→ 101	-7	0	-2	-2.9	-36	-20	-2.0	-2
Cc1ccc(SCCNC(=O)c2cccc([N+](=O)[O-])c2C)cc1
→ 96	-2	-7	-5	-1.1	19	-19	-0.1	-8
CNC(=O)Cn1nc(C)c2ccccc2c1=O
→ 94	-1	-5	2	0.1	0	9	0.6	-2
O=C(NC1CCN(C(=O)c2cccc([N+](=O)[O-])c2)CC1)c1ccccc1
→ 103	-7	-5	-3	0.8	12	11	-2.3	2
Cc1ccc(-n2c(SCC(=O)N3CCOCC3)nnc2-c2ccncc2)cc1C
→ 99	0	-6	-27	-1.0	.	7	-2.9	3

# Retrieved by compound from the entries so far:
# Each structure is followed by: MEKK2 WT-MEK5	PfM18AAP inh	NS3 helicase inh	DNA FID counter	VIM-2 inh	NALP1 inh	UBC9 SUMO inh	IMP-1 inhibitor	MEKK2 mut-MEK5
COc1ccc(N2CCN(C(=O)CCCN3C(=O)c4cccc5cccc(c45)C3=O)CC2)cc1
→ 102	1	-12	-14	2.7	-9	-24	-1.0	1
Cc1cccc(NC(=O)c2ccccc2OCC(=O)N2CCOCC2)c1C
→ 98	3	-5	-12	2.4	-4	-3	-0.5	0

# Following part:
# Each structure is followed by: MEKK2 WT-MEK5	PfM18AAP inh	NS3 helicase inh	DNA FID counter	VIM-2 inh	NALP1 inh	UBC9 SUMO inh	IMP-1 inhibitor	MEKK2 mut-MEK5
CCOC(=O)C(CC)n1cnc2c(oc3ccccc32)c1=O (stereo not drawn)
→ 103	-15	-3	-3	-0.9	11	16	-0.8	2
COC(=O)c1sccc1NS(=O)(=O)c1ccc(OC)cc1
→ 86	0	-2	-5	-0.9	-8	14	-3.1	-12
O=C(CN(C(=O)CCC(=O)Nc1ccccn1)c1ccccc1F)NCc1ccc2c(c1)OCO2
→ 101	-12	-3	-28	-1.1	5	-3	-0.4	-3
Cc1ccc(OCC(=O)Oc2c(C)cccc2C)cc1
→ 97	0	-20	-29	-1.7	11	-6	-5.1	3
N#Cc1nc(-c2cccc3ccccc23)oc1NCCN1CCCCC1
→ 159*	-10	-10	9	-3.3	27	43	-3.0	12
COc1ccccc1NC(=O)N(Cc1ccccc1)C1=NCC(C)S1 (stereo not drawn)
→ 97	-10	5	2	2.4	-24	6	-0.1	0
CCOC(=O)c1cc(C)n(Cc2cccc(OC)c2OC)c1C
→ 100	3	-9	-30	-3.4	7	0	-2.7	2
CC1CCCCC1NC(=O)c1ccc(S(=O)(=O)NCC2CCCO2)cc1 (stereo not drawn)
→ 94	4	5	-12	-5.2	4	16	-5.4	-3
Cc1ccccc1-c1nc(CS(=O)CC(=O)NC2CC2)c(C)o1 (stereo not drawn)
→ 100	1	18	-15	0.8	20	8	-1.3	2
O=C(c1ccccc1)N1CCC(c2nc3c(nnn3Cc3ccco3)c(=O)[nH]2)CC1
→ 101	-2	-2	-27	-0.2	-3	9	-1.8	7
CCn1c(SCC(=O)Nc2ccc(OC)cc2)nc2nc3c(cc2c1=O)COC(C)(C)C3
→ 101	3	7	-12	-1.5	6	13	-2.3	1
CC(C(=O)NCCS(=O)(=O)c1ccc(Br)cc1)S(=O)(=O)c1ccc(Cl)cc1 (stereo not drawn)
→ 102	-8	2	-23	-1.1	4	7	0.0	1
CC(=O)Nc1ccc(S(=O)(=O)Nc2nccc(/C=C/c3ccc(Cl)cc3)n2)cc1
→ 82	-5	-5	0	-2.6	20	23	-2.7	-4
COc1ccccc1-n1cc(CN2CCN(CC=C(C)C)C(CCO)C2)cn1 (stereo not drawn)
→ 86	-7	-4	-2	-1.4	.	9	-2.6	-20
O=C(CN1CCCN(S(=O)(=O)c2ccc(Br)cc2)CC1)Nc1ccc2c(c1)OCO2
→ 0.0*[inhibitor]	1	-5	-3	-0.5	-1	-14	-2.2	-9
CN(C)c1ccc(C(=O)/C=C/c2ccco2)cc1
→ 91	-1	24	-13	-1.4	19	66	-3.1	0
O=C(N1CCCCC1)N1CCCN(C(=O)N2CCCCC2)CC1
→ 104	-6	3	-11	0.6	-5	22	-3.4	2
O=C(N1CCCC1)C12CCC3CC(CC(C3)C1)C2
→ 91	-6	4	-5	-2.5	17	1	-2.2	0
Cc1cnn(C(=S)NCC2CCCO2)c1 (stereo not drawn)
→ 98	0	4	2	-2.2	16	13	-1.7	0
CCOc1ccc2nc(NC(=O)c3cccc(-c4cc5ccccc5oc4=O)c3)sc2c1
→ 113	4	10	-10	-1.9	17	-1	-3.3	21
Cc1ccccc1OCC(=O)NCC(=O)OCc1ccc(Br)cc1
→ 106	-10	4	-33	2.2	33	-11	0.4	0
CC1CCCN(CC(O)COc2ccc(-c3ccccc3)cc2)C1 (stereo not drawn)
→ 112	-15	-27	19	0.3	33	5	-1.0	6
O=C(O)/C=C/c1cnc2ccccc2c1
→ 98	-2	-1	3	1.2	-6	15	-2.9	-7
COc1ccc(-n2c(Cc3cccn3C)nnc2SCC(=O)Nc2ccc3c(c2)OCCO3)cc1
→ 106	1	14	-37	1.1	17	7	-4.2	5
CCc1nnc(NC(=O)COc2ccc([N+](=O)[O-])cc2)s1
→ 102	-10	17	0	1.2	1	8	-2.0	0
O=C(COc1ncnc2ccc(Br)cc12)NCc1ccc2c(c1)OCO2
→ 98	3	-9	-3	-0.8	-6	-10	-2.8	-4
CN1C(=O)/C(=N\OC(=O)c2cccc3ccccc23)c2ccccc21
→ 97	6	-2	5	-5.7	4	28	-2.3	1
Cc1ccccc1CN1CCN(C(=O)c2cc(-c3ccncc3)nc3ccccc23)CC1
→ 100	-1	-10	-41	-0.1	1	9	-2.1	4
Fc1ccc(-n2cc(CNCCc3ccccn3)c(-c3ccccc3Cl)n2)cc1
→ 105	-12	-67	21	-0.2	-21	7	-1.4	-1
CCOc1ccc(-c2nn(-c3ccccc3)cc2/C=C2\SC(=S)N(C3CCS(=O)(=O)C3)C2=O)cc1 (stereo not drawn)
→ 98	-2	-2	1	-0.6	3	29	-4.6	2
Cc1cc(NS(=O)(=O)c2ccccc2)cc(Cl)c1O
→ 93	67*	5	-1	0.3	14	-12	-1.2	-7
COc1cccc2c1OCC(C(=O)NCc1ccc(Cl)cc1Cl)=C2
→ 101	-1	-4	-11	0.3	28	31	-1.1	-5
Cc1oc(-c2ccccc2F)nc1CN1CCC(C(=O)NCc2cccnc2)CC1
→ 94	-1	-9	4	0.6	8	19	-1.9	-1
Cc1ccc(C)c(NC(=O)Cn2nc(-c3ccccc3)nc2-c2ccccc2)c1
→ 98	-3	-9	-5	0.9	8	27	-0.1	0
COc1ccc(/C=N/Nc2cc(N3CCCC3)nc(N3CCCC3)n2)cc1
→ 142*	12	-21	-1	-2.6	19	.	-3.5	4
CCCN1CCN(C(=S)Nc2ccc(SC(F)F)cc2)CC1
→ 102	2	-16	11	-2.5	6	2	-2.0	-1
Cc1cccc(C(=O)NNS(=O)(=O)c2ccccc2)c1O
→ 96	10	2	-2	-1.2	9	11	-1.6	-5
CCOC(=O)c1c(NC(=O)Cn2cnc3scc(-c4ccc(C)cc4)c3c2=O)sc(C)c1C
→ 92	21	-4	-4	-2.7	15	-6	-1.1	2
CCCN1CCN(CCCNC(=O)Cn2nc(-c3ccc(C)cc3)ccc2=O)CC1
→ 102	9	8	11	-0.1	34	14	6.3*	2
Cn1c(=O)c2c(nc(NCCO)n2CCc2ccccc2)n(C)c1=O
→ 105	.	.	.	.	3	-7	.	3
Cc1nc2ncnn2c(N2CCN(C(=O)c3cccc(F)c3)CC2)c1C
→ 105	3	17	-16	-0.4	-108	-8	-4.5	1
COc1ccc(N(C(=O)c2ccc(S(=O)(=O)N3CCOCC3)cc2)C2C=CS(=O)(=O)C2)cc1 (stereo not drawn)
→ 101	1	5	-8	-2.7	20	-12	-1.8	2
Cc1noc(C)c1C(c1ccccc1)c1ccccc1
→ 104	-11	-2	-6	-2.5	9	10	-2.8	15
CCC(=O)c1ccc2c(c1)OCCO2
→ 104	0	-12	-3	-1.3	11	-4	-2.8	4
O=C(NCCc1ccccc1)c1cccc(N2CCCC2=O)c1
→ 99	-4	1	-12	-2.8	8	4	-2.4	0
CSc1nc(-c2ccccc2)nc(SC)c1C(C)=O
→ 102	2	4	-2	-1.9	0	-9	-3.4	3
COc1cc(OC)cc(C(=O)NC(=S)N2CCN(c3ccc(C(F)(F)F)cc3[N+](=O)[O-])CC2)c1
→ 98	6	1	-4	-4.5	17	-16	-3.6	0
O=C(NC1CC1)c1cc(-c2ccco2)nc2ccccc12
→ 98	-13	41*	-25	0.1	.	41	-2.1	-2
Cc1ccc(-c2csc3nc(-c4ccncc4)[nH]c(=O)c23)cc1
→ 105	1	5	-4	-2.5	.	38	-1.5	3
CS(=O)(=O)Nc1ccc(C(=O)NCc2ccc3c(c2)OCO3)cc1
→ 96	-14	0	-3	-1.3	2	4	-0.7	2
CC1CCc2c(sc(NC(=O)COC(=O)c3ccc(O)cc3)c2C#N)C1 (stereo not drawn)
→ 102	4	-4	-12	-5.7	7	8	-1.6	0
